L3MBTL1 inh: L3MBTL1 (human) inhibition. AlphaScreen L3MBTL1–H3K9me1 peptide binding. Potency, µM (series often up to 57.1 µM), inactives show top-dose activity, negative = inhibition, usual class: inhibitors. AID 485360. actives 0.66% (n = 230,000); further: nearly all actives have a fitted effect of over 60% in size
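Displacement of a biotinylated histone H3(1-15) peptide monomethylated at Lys9 (75 nM) from L3MBTL1 (50 nM) was measured by AlphaScreen after a 30 min room-temperature compound incubation; cefsulodin titration served as intraplate control.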
GAA inhib: blocks human lysosomal alpha-glucosidase | Potency, µM (titrated, usually from 76.9 µM), for the others: at the highest dose activity change, negative = inhibition, most hits filed as inhibitors | P10253 | AID 1466 | actives 0.005% (n = 200,000) | purified human GAA, 4-MU-alpha-glucoside fluorescence;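 further: plate controls were uninhibited enzyme wells for no effect and no-enzyme background for full effect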
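Enzyme (4 nM final) mixed with compound (up to 77 uM), then 4-MU-alpha-D-pyranoside (400 uM final) added; 20 min at room temperature, pH 5.0. Reaction stopped at pH 10, fluorescence read, AC50 derived by Hill fit.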
RECQ1 inh: RECQ1 (human) helicase inhibition. P46063. RECQ1 DNA unwinding, red fluorescence kinetic read. Potency, µM (highest dose often 57.3 µM), for inactives: at the top dose activity, negative = inhibition, usual class: inhibitors. actives 0.54% (n = 240,000);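 further: plate controls were vehicle for no effect and no enzyme for full effect; nearly all actives have a fitted effect of over 30% in size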
Target sequence (P46063 whole entry, looked up): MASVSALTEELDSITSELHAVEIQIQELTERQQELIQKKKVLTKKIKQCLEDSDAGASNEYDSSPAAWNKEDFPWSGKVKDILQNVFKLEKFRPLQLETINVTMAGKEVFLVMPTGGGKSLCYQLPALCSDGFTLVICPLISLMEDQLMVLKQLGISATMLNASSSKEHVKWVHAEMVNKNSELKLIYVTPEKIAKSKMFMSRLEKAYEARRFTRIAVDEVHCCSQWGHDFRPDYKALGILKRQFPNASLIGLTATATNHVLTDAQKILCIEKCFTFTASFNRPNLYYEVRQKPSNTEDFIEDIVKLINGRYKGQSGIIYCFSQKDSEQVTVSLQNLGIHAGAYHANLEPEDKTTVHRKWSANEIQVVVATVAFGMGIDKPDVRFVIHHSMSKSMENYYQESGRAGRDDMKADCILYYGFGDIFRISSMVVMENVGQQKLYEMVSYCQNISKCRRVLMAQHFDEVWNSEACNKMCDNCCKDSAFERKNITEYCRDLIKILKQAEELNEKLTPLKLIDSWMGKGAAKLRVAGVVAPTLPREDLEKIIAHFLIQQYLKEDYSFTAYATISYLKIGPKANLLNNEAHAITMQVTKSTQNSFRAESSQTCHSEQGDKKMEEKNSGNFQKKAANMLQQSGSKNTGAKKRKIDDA
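50 nM RECQ1T1 preincubated 15 min with compound in Tris pH 8.0 buffer with MgCl2, DTT, Tween-20 and 2.5 ug/ml poly(dI-dC); started with 200 nM TAMRA/BHQ-2 forked duplex and 2 mM ATP. Unwinding read as fluorescence (525/598 nm), two reads 2 h apart.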
GAA spleen mod: inhibitors or activators of human alpha-glucosidase in spleen homogenate. AID 2112. actives 0.006% (n = 240,000). Potency, µM (top dose mostly 79.9 µM), for the others: at the highest dose activity change, negative = inhibition, actives largely listed as inhibitors. human spleen homogenate, 4-MU-alpha-glucoside fluorescence;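 further: 0% = enzyme with vehicle and -100% = no enzyme basal signal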
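AC50 values come from Hill-equation fits of concentration-response data, normalized to no-enzyme and full-activity controls. Enzyme source: 1 ug human spleen homogenate; 1 mM fluorogenic 4-MU glucoside, pH 5.0 citrate buffer, 37 C, 40 min.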
TR SRC2 fluor cs: alters Texas Red total fluorescence, flagging assay interference | TRb/SRC2 Texas Red total fluorescence interference | Potency, µM (titrated, usually from 106 µM), for inactives: top-dose fluorescence change, negative = quenching | actives 0.29% (n = 280,000) | AID 1479; active means well fitted curve in either direction with a large enough effect; inconclusive means small, poorly fitted or top-dose-only effect
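Human TRβ ligand-binding domain (0.6 uM) and Texas Red SRC2 peptide (20 nM) in Tris buffer with 1 uM T3 and 5% DMSO were incubated with pinned compound for 5 hr at ambient temperature. Total fluorescence was computed as S + 2P (555/632 nm).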
TRb SRC2 PPI: disrupts binding of human TR beta to SRC2; P10828; TRbeta-SRC2 peptide binding, fluorescence polarization; receptor liganded with 1 µM T3; Potency, µM (series often up to 106 µM), inactives show at the top dose activity change, negative = inhibition, actives largely listed as inhibitors; actives 0.065% (n = 280,000);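 further: plate controls were bound peptide for no effect and peptide without receptor for full effect; nearly all actives have a fitted effect of over 50% in size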
Target sequence (P10828 whole entry, looked up): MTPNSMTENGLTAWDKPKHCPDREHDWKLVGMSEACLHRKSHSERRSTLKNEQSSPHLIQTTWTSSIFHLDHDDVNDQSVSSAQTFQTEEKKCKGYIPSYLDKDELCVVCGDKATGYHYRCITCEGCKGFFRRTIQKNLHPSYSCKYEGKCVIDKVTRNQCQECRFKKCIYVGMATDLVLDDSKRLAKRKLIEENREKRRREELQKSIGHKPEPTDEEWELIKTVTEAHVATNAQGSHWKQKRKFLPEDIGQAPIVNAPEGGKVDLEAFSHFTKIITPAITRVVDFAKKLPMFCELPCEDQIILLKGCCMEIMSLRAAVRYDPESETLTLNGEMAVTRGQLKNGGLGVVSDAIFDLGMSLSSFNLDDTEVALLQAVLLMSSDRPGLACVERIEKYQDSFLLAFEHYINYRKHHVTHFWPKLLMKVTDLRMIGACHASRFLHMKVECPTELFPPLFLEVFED
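Fluorescence polarization of 20 nM Texas Red SRC2 peptide (20-aa NR interaction domain) bound to 0.6 uM human TRb ligand-binding domain, with 1 uM T3, after 5 hr at ambient temperature; inhibition seen as decreased polarization.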
GAA glycogen mod: GAA glycogen-cleavage inhibition or activation. recombinant GAA, glycogen substrate, Amplex Red glucose oxidase fluorescence. Potency, µM (series often up to 76.4 µM), without a hit: at the top dose activity change, negative = inhibition, hits mostly inhibitors. actives 0.38% (n = 300,000). AID 2100;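 further: 0% = full enzyme reaction and -100% = no-enzyme basal signal; the screen sought inhibitors and activators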
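Recombinant enzyme (4 nM final) with compounds titrated up to 77 uM and bovine liver glycogen (30 ug) in citrate pH 5.0, 0.01% Tween-20, 37 C 40 min. Released glucose detected by Amplex Red/glucose oxidase (Ex 573/Em 610); AC50 from Hill fits.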
GoLoco inh red: inhibitors of human Gai1-RGS12 GoLoco interaction (red fluorophore). Gai1:RGS12 GoLoco peptide FP, rhodamine, 10 min. actives 0.44% (n = 230,000). P63096. Potency, µM (series often up to 61.6 µM), inactives show top-dose activity, negative = inhibition, usual class: inhibitors; active means well fitted inhibition curve with a large enough effect, not every such curve was filed as active; inactive means no such curve, though single readings can be large or run the other way; further: nearly all actives have a fitted effect of over 30% in size; many of its hits are not listed in these tables
An asterisk follows results filed as active; i = inactive; ? = inconclusive; · = not tested or not shown; [ ] = another dose, or the depositor's remark. Unless noted, the call rests on the fitted dose curve; in most records, active means well fitted curve in the direction sought with a large enough effect; inconclusive means small, poorly fitted or top-dose-only effect, or another doubt; inactive means no such curve, though single readings can be large; an effect the other way counts as inactive or inconclusive. Unless noted, on the % scale 0 is the no-effect control and ±100 the full control effect; potency means the concentration at half of the fitted maximal effect. An excerpt; rates above refer to the full screens.

1: O=C(CN1C(=O)C2C3C=CC(C3)C2C1=O)Nc1cccc2c1CCCC2 (stereo unspecified)
2: CCOC(=O)c1cccc(S(=O)(=O)N2CCOCC2)c1
3: Cc1ccc(OCCOCCN2CCCCC2)c([N+](=O)[O-])c1
4: O=C1NN(c2ccc(F)cc2)C(=O)/C1=C\c1cnn(-c2ccccc2)c1
5: CCOC(=O)C1C(c2cccs2)NC(=O)NC1(O)C(F)(F)F (stereo unspecified)
6: CC(C)C(=O)Nc1nnc(Sc2ccc(N(C)C)cc2)s1

Assay by compound,1,2,3,4,5,6
RECQ1 inh,-5%,i,i,i,-2%,i
GAA inhib,2%,·,6%,-1%,5%,-5%
GoLoco inh red,4%,-1%,0%,16%,4%,-2%
TR SRC2 fluor cs,0%,2%,-1%,-1%,3%,-5%
GAA spleen mod,-16%,1%,-2%,-2%,0%,3%
GAA glycogen mod,-5%,5%,-1%,-3%,0%,1%
L3MBTL1 inh,3%,2%,8%,-2%,-3%,·
TRb SRC2 PPI,-9%,1%,-10%,-12%,4%,2%

7: O=C(c1ccc(N2C(=O)C3C4c5ccccc5C(c5ccccc54)C3C2=O)cc1)N1CCOCC1 (stereo unspecified)
8: Cc1ccc(C)c(N2CCN(S(=O)(=O)c3ccc4[nH]c(=O)c(=O)[nH]c4c3)CC2)c1
9: C(=N\N1CCN(Cc2ccccc2)CC1)/c1ccc(-c2ccccc2)cc1
10: c1ccc2[nH]c(-c3nc4ccccc4[nH]3)nc2c1
11: CC1CCN(C2CCN(C(=O)c3ccccc3F)CC2)CC1
12: COc1ccc2nc(C)cc(SCC(=O)NNC(=O)COc3ccccc3)c2c1

Assay by compound,7,8,9,10,11,12
RECQ1 inh,i,-12%,i,-6%,i,-4%
GAA inhib,1%,-9%,2%,-5%,·,-1%
GoLoco inh red,11%,-4%,15%,16%,-9%,0%
TR SRC2 fluor cs,0%,-2%,-2%,2%,2%,-2%
GAA spleen mod,-5%,-13%,5%,0%,-1%,-5%
GAA glycogen mod,1%,-1%,19%,5%,8%,-8%
L3MBTL1 inh,-6%,1%,-3%[11.4 µM],·,9%,-4%
TRb SRC2 PPI,2%,4%,0%,7%,-4%,1%

13: CCCCN1C(=O)c2ccc(C(=O)NC3=NCCS3)cc2C1=O
14: Cc1ccc(Nc2nnc(C)c(=O)[nH]2)cc1
15: Cc1cc(C)n(C(=O)c2ccc(Cn3nc(C)c(Br)c3C)o2)n1
16: COC(=O)C1C(=O)CC(C)(O)C(C(=O)OC)C1/C=C/c1ccccc1 (stereo unspecified)
17: O=C(Nc1ccc(Cc2ccncc2)cc1)C1CCC(N2C(=O)C3CC=CCC3C2=O)CC1 (stereo unspecified)
18: COc1ccc(-c2csc(NC(=O)Cn3nc(C)cc3C)n2)cc1

Assay by compound,13,14,15,16,17,18
RECQ1 inh,-3%,i,i,-10%,-5%,0%
GAA inhib,-7%,-20%,4%,-1%,3%,8%
GoLoco inh red,5%,2%,-2%,-2%,1%,11%
TR SRC2 fluor cs,-4%,1%,2%,1%,2%,-1%
GAA spleen mod,-4%,5%,4%,-4%,-6%,-2%
GAA glycogen mod,-2%,7%,2%,1%,3%,0%
L3MBTL1 inh,42%[activator][11.4 µM],6%,2%,6%,·,-2%
TRb SRC2 PPI,1%,2%,1%,-12%,9%,-5%

Taken from the listing (2 entries):
3: Cc1ccc(OCCOCCN2CCCCC2)c([N+](=O)[O-])c1
4: O=C1NN(c2ccc(F)cc2)C(=O)/C1=C\c1cnn(-c2ccccc2)c1

Assay by compound,3,4
RECQ1 inh,i,i
GAA inhib,6%,-1%
GoLoco inh red,0%,16%
TR SRC2 fluor cs,-1%,-1%
GAA spleen mod,-2%,-2%
GAA glycogen mod,-1%,-3%
L3MBTL1 inh,8%,-2%
TRb SRC2 PPI,-10%,-12%

Further results:
19: Cc1cccc(NC(=S)NC(=O)CC2CC(C)(C)OC2=O)c1 (stereo unspecified)
20: CCOC(=O)N1CCN(C(=O)CCSCCc2ccncc2)CC1
21: CN(C(=O)CSc1nc2cc([N+](=O)[O-])ccc2n1-c1ccc(F)cc1)C1CCS(=O)(=O)C1 (stereo unspecified)
22: COc1ccc2c(c1)CCc1c(C(=O)Nc3ccn(Cc4ccc(C)cc4)n3)noc1-2
23: N#C/C(=C/c1ccc(N2CCOCC2)o1)c1ccc(Cl)cc1
24: COc1ccc(CC(=O)Nc2ccc(C(C)=O)cc2)cc1

Assay by compound,19,20,21,22,23,24
RECQ1 inh,i,0%,-4%,i,-17%,i
GAA inhib,4%,-9%,-2%,-5%,-10%,3%
GoLoco inh red,8%,2%,-1%,3%,-2%,17%
TR SRC2 fluor cs,1%,1%,7%,-1%,19%,-1%
GAA spleen mod,0%,0%,-5%,-3%,-2%,5%
GAA glycogen mod,4%,11%,13%,0%,-12%,-3%
L3MBTL1 inh,6%,1%,4%,-5%,-6%,1%
TRb SRC2 PPI,0%,1%,-2%,-13%,1%,-13%

25: Cc1sc2ccc3sccc3c2[n+]1C
26: CCN(CC)S(=O)(=O)c1ccc(NC(=O)COc2c(OC)cccc2OC)cc1
27: COc1cccc(/C=N/n2c(SC)nnc2-c2ccccc2)c1O
28: Cc1ccccc1NC(=S)N(Cc1ccccn1)Cc1ccccc1Cl
29: Cc1cc(C)cc(Oc2nc(C(F)(F)F)nc3ccccc23)c1
30: COC(=O)c1ccc(N2C(=O)CC(N(C)CCc3ccc(OC)c(OC)c3)C2=O)cc1 (stereo unspecified)

Assay by compound,25,26,27,28,29,30
RECQ1 inh,-4%,-4%,-14%,-7%,6%,i
GAA inhib,-6%,-4%,-7%,2%,2%,3%
GoLoco inh red,-1%,-7%,-2%,5%,0%,8%
TR SRC2 fluor cs,0%,-1%,-2%,0%,-1%,-5%
GAA spleen mod,-2%,-3%,-6%,-13%,7%,-5%
GAA glycogen mod,-7%,-9%,-9%,-8%,-13%,-1%
L3MBTL1 inh,-7%,3%,-1%,6%,28%,0%
TRb SRC2 PPI,-2%,10%,3%,-3%,-4%,-4%

31: O=C(Nc1ccccc1-c1ccccc1)C1CCCN(c2ncccn2)C1 (stereo unspecified)
32: CCc1nnc(NC(=O)C2CCN(S(=O)(=O)Cc3ccccc3)CC2)s1
33: COc1ccc(-c2csc(Nc3ccccc3)[n+]2Cc2ccccc2)cc1
34: COc1ccc(CCNC(=O)C(=O)NCc2ccc(C)cc2)cc1OC
35: COc1ccc(S(=O)(=O)N2CCCCC2)cc1NC(=O)Cc1c[nH]c2ccccc12
36: CC1(C)CC(=O)C(C=Nc2cc(C(=O)c3ccccc3)ccc2N)=C(O)C1

Assay by compound,31,32,33,34,35,36
RECQ1 inh,19%,6%,-1%,-5%,-12%,i
GAA inhib,-6%,2%,11%,-1%,-1%,-13%
GoLoco inh red,9%,4%,6%,3%,-37%,7%
TR SRC2 fluor cs,2%,-8%,-4%,-3%,-1%,4%
GAA spleen mod,-8%,3%,7%,-8%,-3%,0%
GAA glycogen mod,-11%,1%,-17%,2%,4%,-5%
L3MBTL1 inh,4%,-1%,-7%,4%,-1%,7%
TRb SRC2 PPI,6%,-4%,1%,3%,2%,3%

37: O=[N+]([O-])c1cc(C(F)(F)F)ccc1N1CCCC(O)C1 (stereo unspecified)
38: O=C(COc1ccc(Cl)cc1Cl)NCCCn1ccnc1
39: Cc1nn(-c2ccccc2)c(C)c1/C=C/C(=O)OCC(=O)Nc1ncc(Cl)cc1Cl
40: Cc1cnn(-c2cc(N/N=C/c3ccccc3Cl)ncn2)c1
41: Cc1ccc(CCNC(=O)C2CCCN(S(=O)(=O)c3c(C)noc3/C=C/N(C)C)C2)cc1 (stereo unspecified)
42: O=C(Cc1ccccc1)NC(c1ccco1)c1c(O)ccc2ccccc12 (stereo unspecified)

Assay by compound,37,38,39,40,41,42
RECQ1 inh,i,-1%,-10%,-4%,-14%,i
GAA inhib,-1%,-8%,0%,-2%,-2%,6%
GoLoco inh red,4%,8%,19%,-1%,16%,14%
TR SRC2 fluor cs,3%,2%,7%,-3%,-6%,1%
GAA spleen mod,-7%,-4%,3%,-6%,3%,2%
GAA glycogen mod,4%,7%,0%,12%,-9%,?
L3MBTL1 inh,0%,·,-20%,5%,·,-17%
TRb SRC2 PPI,1%,7%,-14%,11%,-5%,0%

7 compounds drawn at random from those above:
19: Cc1cccc(NC(=S)NC(=O)CC2CC(C)(C)OC2=O)c1 (stereo unspecified)
14: Cc1ccc(Nc2nnc(C)c(=O)[nH]2)cc1
20: CCOC(=O)N1CCN(C(=O)CCSCCc2ccncc2)CC1
27: COc1cccc(/C=N/n2c(SC)nnc2-c2ccccc2)c1O
42: O=C(Cc1ccccc1)NC(c1ccco1)c1c(O)ccc2ccccc12 (stereo unspecified)
6: CC(C)C(=O)Nc1nnc(Sc2ccc(N(C)C)cc2)s1
1: O=C(CN1C(=O)C2C3C=CC(C3)C2C1=O)Nc1cccc2c1CCCC2 (stereo unspecified)

Assay by compound,19,14,20,27,42,6,1
RECQ1 inh,i,i,0%,-14%,i,i,-5%
GAA inhib,4%,-20%,-9%,-7%,6%,-5%,2%
GoLoco inh red,8%,2%,2%,-2%,14%,-2%,4%
TR SRC2 fluor cs,1%,1%,1%,-2%,1%,-5%,0%
GAA spleen mod,0%,5%,0%,-6%,2%,3%,-16%
GAA glycogen mod,4%,7%,11%,-9%,?,1%,-5%
L3MBTL1 inh,6%,6%,1%,-1%,-17%,·,3%
TRb SRC2 PPI,0%,2%,1%,3%,0%,2%,-9%

The listing continues.
43: COc1cc(-n2c(=O)c3ccccc3n(Cc3cccc(C)c3)c2=O)cc(OC)c1OC
44: O=C1CCC(=O)N1CC(=O)N1c2ccccc2Sc2ccccc21
45: O=C(CN(Cc1ccco1)C(=O)c1ccccc1)Nc1ccc(Cl)c(Cl)c1
46: COc1cc(/C=N/NC(=O)c2cc(-c3ccc4c(c3)OCO4)n[nH]2)ccc1O

Assay by compound,43,44,45,46
RECQ1 inh,-1%,-2%,-18%,-9%
GAA inhib,-2%,7%,1%,-5%
GoLoco inh red,7%,0%,-6%,7%
TR SRC2 fluor cs,-2%,2%,3%,?
GAA spleen mod,-6%,-8%,-12%,-8%
GAA glycogen mod,-6%,-7%,-1%,-13%
L3MBTL1 inh,·,·,-8%,-5%
TRb SRC2 PPI,-8%,3%,-12%,-8%
